# PriA SSB inh – inhibitors of Klebsiella pneumoniae PriA binding to SSB C-terminal tail, primary screen, biochemical, AlphaScreen; PriA–SSB C-terminal tail interaction (Klebsiella pneumoniae); AlphaScreen SSBct-PriA binding, biotinylated peptide; inhibition, % at 33 µM; actives 0.6% (n = 430,000); in the data active = inhibition mostly above about 37%, no sharp cut-off; inactive = mostly below about 20%;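 note: plate controls were negative control peptide for no effect and reference peptide for full effect; strong numbers were not always called active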
# * = called active by the depositor; & = joins results of further samples. An excerpt (hit frequency here may not be typical).
canonical_smiles,PriA SSB inh
COc1cccc(S(=O)(=O)NCc2ccc(C(=O)N3CCCCC3)cc2)c1,-12&7
O=C(NCc1ccccc1Cl)C(=O)NCC(O)c1ccoc1 (stereo unspecified),-1
O=C(Cc1ccsc1)Nc1cnc2ccnn2c1,-11
Cc1ccc(C)c(NC(=O)CSc2ccc(-c3ccccn3)nn2)c1,37
C=c1ccccc1=C1NN=C(SCC(=O)N2CCc3ccccc32)O1,-16
COc1ccc(OC)c(-c2cc(C(=O)N3CCC(Oc4cccc(C)n4)CC3)n(C)n2)c1,-20
COc1ccc(CCn2c(=O)[nH]c3cccnc3c2=O)cc1OC,2
CCOc1ccc(NN=C(C#N)C(N)=O)cc1,0
O=S(=O)(Nc1cccc(-c2cn3c(n2)SCC3)c1)c1ccc2c(c1)CCCC2,1&17
Cc1cc(C(=O)Nc2nnc(-c3ccc(Br)o3)o2)c(C)o1,-8&-7
O=S(=O)(c1cccnc1)N1CC(Oc2nc3ccccc3s2)C1,-6
COc1cccc2cc(C(=O)NC[C@H]3CCCN3c3ccccc3)oc12,29*
CCOC(=O)c1csc(NC(=O)Nc2ccc(Cl)cc2)n1,-19
Clc1ccc(-c2noc(-c3cc(-c4ccco4)n[nH]3)n2)cc1,25
COc1ccc(-c2ccc(=O)n(CCNC(=O)NC3CCCCC3)n2)cc1,-10
CCOC(=O)Nc1cc(C)nn1-c1ncnc2c1cnn2-c1ccc(F)cc1,16
COc1ccc(S(=O)(=O)N(C)CCCC(=O)O)cc1N(C)S(=O)(=O)c1ccc(C)cc1,-2
Cc1ccc(C=Nn2c(-c3cccnc3)n[nH]c2=S)s1,-1
Cc1ccccc1OCC(=O)NCC(c1ccc2c(c1)CCCN2C)N1CCCCC1 (stereo unspecified),2
O=C(c1ccc(-n2cccc2)cc1)N1CCC[C@H](Cc2nc(-c3ccccc3F)no2)C1,12
Cc1ccc(NC(=O)c2cc(=O)[nH]cn2)c(Cl)c1,-11
COCCNC(=O)NC[C@H]1CCCN1c1ccccc1,6
O=C(/C=C/c1cccs1)OCC(=O)c1ccc(F)cc1,12
CC(=O)Nc1ccc(NC(=O)CSc2ccc(-c3ccccn3)nn2)cc1,47
CC(C)(C)n1ncc2c(=O)n(NC(=O)C(=O)c3c[nH]c4ccccc34)cnc21,-8
CN1C(=O)/C(=C/c2ccc(C(=O)OCCN3CCOCC3)cc2)SC1=S,19
O=C(Cn1nc2ccc(SC3CCCCC3)nn2c1=O)NCc1ccc(Cl)cc1,2
CCOC(=O)c1ccc(NC(=O)Cn2nc3ccc(C(=O)Nc4cccc(C)c4)cn3c2=O)cc1,-5
Cc1ccc(S(=O)(=O)n2ccn(C(=O)C(C)Oc3ccccc3)c2=O)cc1 (stereo unspecified),6
COC(=O)c1ccccc1NC(=O)C12CCC(C)(c3nc4ccccc4nc31)C2(C)C (stereo unspecified),-11
Cc1ccc(S(=O)(=O)c2cnc3cc4c(cc3c2N2CCC(C)CC2)OCCO4)cc1,-2
CC(C)CCN1C(=O)C(C)(C)COc2ccc(NS(=O)(=O)c3ccccc3)cc21,17
Cc1ccc(-c2csc(NC(=O)CSc3nnc(-c4ccncc4)n3-n3cccc3)n2)cc1,-11
Cn1c(C(C#N)=C(O)c2coc3ccccc3c2=O)nc2ccccc21,6
COc1cc(OC)c(OC)cc1C=NNC(=O)CC1C(=O)NN=C1C (stereo unspecified),-20
Cn1nc(CN(C(=O)c2ccc3nsnc3c2)C2CCCC2)c2c1CCC2,-16
Cn1nc(CNC(=O)c2ccc(Cl)s2)c2ccccc2c1=O,-11
COc1cc(C=NNC(=O)c2ccccc2)ccc1OS(=O)(=O)c1ccccc1,-6
CCCCc1ccc(C(=O)NCCc2sc3nc(-c4ccc(F)cc4)nn3c2C)cc1,-5&-4
O=C(NCc1ccccc1-c1ccsc1)c1ccccc1Br,-16
CCCN(CCC)S(=O)(=O)c1ccc(CC)cc1,-30
O=C(Nc1nc(-c2ccc(Br)s2)cs1)Nc1ccccc1F,-13
CC(=NNC(N)=S)c1ccc2c(c1)OCCO2,3
O=C1CCC(=O)N1c1cccc([N+](=O)[O-])c1,0
Fc1cccc(Cl)c1Cn1ccnc1,-5
S=c1[nH]nc(-c2ccccn2)n1N=Cc1ccccc1,74*
COc1ccc(NC(=O)c2cnc(N3CCN(c4ccccn4)CC3)nc2N)cc1,-31
O=C(CCl)Nc1nnc(C23CC4CC(CC(C4)C2)C3)s1,-2
CCOc1cc(C=NNC(=O)COc2ccc(Cl)cc2)ccc1OS(=O)(=O)c1ccccc1,-11
COc1ccc(S(=O)(=O)Nc2ccc3c(c2)N(C(=O)C2CC2)CC3)cc1F,0
O=c1cccnn1CCNS(=O)(=O)c1cc(C(F)(F)F)ccc1Cl,1
Cc1noc(-c2ccc(N3CCC(NC(=O)c4n[nH]c5c4CCCC5)C3)nc2)n1 (stereo unspecified),12
CO[C@@](C)(CNC(=O)NC(C)C)c1ccccc1F,4
O=C(Nn1cnc2c(cnn2-c2ccccc2)c1=O)c1ccc(Br)o1,-4
CC(C)CCCn1c(O)c(C=C2C=CC=N2)c(=O)[nH]c1=O,7
COc1cccc(OCc2cc(C=NNC(=O)c3ccn[nH]3)ccc2OC)c1,-28
O=C(c1cccc([N+](=O)[O-])c1)N(Cc1cccnc1)c1nc2c(F)cccc2s1,-6
Cc1ncc(N)c(C)c1Br,-13
CCOc1ccc(-c2noc(Cn3c(=O)n(C(C)CC)c(=O)c4ccccc43)n2)cc1OC (stereo unspecified),8
c1ccc(Cc2nnc(SCc3cccnc3)o2)cc1,0

# Entries above containing a cyano group:
canonical_smiles,PriA SSB inh
CCOc1ccc(NN=C(C#N)C(N)=O)cc1,0
Cn1c(C(C#N)=C(O)c2coc3ccccc3c2=O)nc2ccccc21,6

# Further compounds:
canonical_smiles,PriA SSB inh
COc1ccc(-n2c(N)c(C(=O)OCC3CCCO3)c3nc4ccccc4nc32)cc1OC (stereo unspecified),7
COC(=O)Nc1ccc(S(=O)(=O)NCC(O)c2cccn2C)cc1 (stereo unspecified),-17
COc1ccccc1-n1ncc2c(C)nnc(SCC(=O)N3CCOCC3)c21,-2
Cc1ccsc1[C@@H](O)CNC(=O)C(C)(C)C,-11
Cc1nc(N2CCN(C(=O)CNC(=O)OCc3ccccc3)CC2)cc(C(F)(F)F)n1,-8
Cc1cccc(C(=O)Nc2ccc(CC(=O)N3CCCC3)cc2)c1,-21
CCOCC(=O)NCC(OC)c1ccccc1Cl (stereo unspecified),-19
Nc1c(C(=O)NCC2CCCO2)c2nc3ccccc3nc2n1N=Cc1ccncc1 (stereo unspecified),1
COc1ccc(Cl)cc1C(=O)Nc1ccc2c(c1)CN(C(=O)C1CC1)CC2,-8
CCC(=O)Nc1ccc(SCC(=O)Nc2ccc(Cl)c(Cl)c2)nn1,0
CCCC1SC(=NN=Cc2cccs2)NC1=O (stereo unspecified),-5
O=C1c2ccccc2C(=O)c2c1cccc2-c1ccc(/C=C2\SC(=S)N(c3ccccc3)C2=O)o1,-16
COc1ccc(C[C@](C)(O)CNC(=O)C2(c3ccc(Cl)cc3)CCCC2)cc1,-11
CC(C)=NNC(=O)CNC(=O)c1ccccc1Br,-4
N#Cc1c(NC(=O)C2COc3ccccc3O2)sc2c1CCC2 (stereo unspecified),-8

# Rewritten field by field: part of the list above
CC(C)CCCn1c(O)c(C=C2C=CC=N2)c(=O)[nH]c1=O
  PriA SSB inh: 7

COc1cccc(OCc2cc(C=NNC(=O)c3ccn[nH]3)ccc2OC)c1
  PriA SSB inh: -28

O=C(c1cccc([N+](=O)[O-])c1)N(Cc1cccnc1)c1nc2c(F)cccc2s1
  PriA SSB inh: -6

# Further results follow:
SMILES	PriA SSB inh
CC1(C)CC(=O)c2c(oc3c(Cl)cc(NS(=O)(=O)c4ccc5ccccc5c4)cc23)C1	-2
Cc1cc(C)c2sc(NC(=O)c3cc(C)no3)nc2c1	-10
O=C(NC1CCC(Oc2ncc(F)cn2)CC1)c1ccc(=O)[nH]c1 (stereo unspecified)	-21
CCc1noc(-c2cccnc2SCC(=O)Nc2cc(Cl)ccc2OC)n1	-3
[O-][N+]1=C2CCCC(=NO)C2=NC12CCCCC2	-10
Cc1cc(C)c(NC(=O)CSc2ncc(S(=O)(=O)c3ccc(Cl)s3)c(N)n2)c(C)c1	-8
COc1ccccc1NC(=O)C(=O)NCC[C@H]1CCCCN1S(=O)(=O)c1ccc(F)cc1C	0
CC(C)(C)C(=O)Nc1c(Cl)sc2nccc(=O)n12	-10
C#CCn1c(=NC(=O)c2ccc(S(=O)(=O)N(C)Cc3ccco3)cc2)sc2cccc(F)c21	3
Cc1nc2c(n1O)CCCC2=NO	-13
COc1cc(-c2n[nH]c(=S)n2Cc2ccco2)cc(OC)c1OC	9
O=C(Nc1cc(-n2cccn2)ncn1)c1cc(=O)c2ccccc2o1	-35
COC(=O)N1CCC(CNC(=O)C(=O)NCC(F)(F)F)CC1	-11
COC(=O)CN1CCC(Cn2nc(C)cc2C)CC1	6
O=C(c1cccnc1-c1nc2ccccc2s1)N1CCN(c2ccccc2F)CC1	-4
CCCC(=O)Nc1ccc(S(=O)(=O)Nc2ccc3c(c2)C(=O)NCCO3)cc1	-11&-6
COc1cc(OC)cc(C(=O)Nc2nc(C(=O)NC(C)c3ccccc3)cs2)c1 (stereo unspecified)	-2
CCn1c(O)c(C=C2C=Nc3ccccc32)sc1=O	0
O=C(/C=C/c1ccc([N+](=O)[O-])s1)OCc1nc2ccccc2s1	29
Cn1c(=O)c2c(nc(NN=Cc3ccc(OC(=O)c4ccco4)cc3)n2Cc2ccccc2Cl)n(C)c1=O	-3
CCOC(=O)CCC(=O)Nc1ccc2c(c1)CC(=O)N2	1
O=C(NN=Cc1ccc(O)c([N+](=O)[O-])c1)C(O)(c1ccccc1)c1ccccc1	0
O=C(NCc1nn(C2CCCC2)c(=O)c2ccccc12)c1cc(-c2ccco2)on1	-1
Cc1ccccc1Nc1oc2c(c1-c1cccc([N+](=O)[O-])c1)c(=O)n(C)c(=O)n2C	6
CN(C1CCCC1)S(=O)(=O)c1ccc(C(=O)Nc2cccc(Br)c2)cc1	-8
COc1ccccc1OCC(=O)NCCc1ccc(N(C)C)cc1	-3
CCOC(=O)C1=C(C)n2c(sc(=Cc3cccc([N+](=O)[O-])c3)c2=O)=NC1c1ccc(O)c(OC)c1 (stereo unspecified)	15
O=C(CSc1nccn1Cc1ccc2c(c1)OCO2)NC1CCCCC1	5
Cc1ccc(CNC(=O)CSc2ccc(-c3ccccc3)nn2)cc1	-22
Cn1c(=NC(=O)c2ccco2)sc2cc3c(cc21)OCCO3	-12
Cc1c(Cl)cccc1NCCn1c(C)c(C)n2c3c(=O)[nH]c(=O)n(C)c3nc12	-5
COC(=O)c1ccc(C(=O)N2CC(N3C(=O)CCC3=O)C2)cc1	5
Cc1ccc(/C=C2\CC3C4CCC5CCCCC5(C)C4CCC3(C)C2O)o1 (stereo unspecified)	-7
CN(C)CCNc1nc2ccccc2n1C	-1
Cn1c(=O)c2cc(C(=O)NCc3ccccc3Cl)n(Cc3ccccc3)c2n(C)c1=O	-14
Cc1ccc(OCC(=O)NN=Cc2ccc(-c3cccc(C(=O)O)c3)o2)c(C)c1	-13
Cc1ccc(C(=O)N(C[C@H]2CCCO2)c2nc3ccc(F)cc3s2)cc1C	-20
COc1cccc(/C=C(/C#N)c2nc3c(s2)CCCC3)c1OC	-47
C[C@@H](Cc1ccoc1)NC(=O)CN1C(=O)CCC1=O	-5
COCC(=O)NCCn1ncc2c(=O)n(Cc3ccc([N+](=O)[O-])cc3)cnc21	-3
COc1ccccc1-c1ccc(N2CCCC(C(=O)Nc3cccc([N+](=O)[O-])c3)C2)nn1 (stereo unspecified)	14
COc1ccc(-c2cn3c(CC(=O)NC(C)c4ccccc4)csc3n2)cc1 (stereo unspecified)	9
COc1ccc(Cl)cc1C(=O)N1CCN(c2cc(Nc3ccccn3)nc(C)n2)CC1	5
Cc1c(C(=O)NN=Cc2ccncc2)nnn1-c1nonc1N	0
CCCc1cc(C(=O)OC)c(N)s1	-8&33
Oc1ccc(C=NNc2ncnc3c2ncn3Cc2ccccc2)cc1O	-1
COC(=O)c1ccc(C(=O)NC[C@H](OC)c2ccc(Cl)s2)cc1	-6
COc1cccc(NC(=O)CCn2cnc3c([nH]c4ccccc43)c2=O)c1	-8
COc1ncccc1C(=O)N1CCC(S(=O)(=O)Cc2ccco2)CC1	-15
O=C1C(=O)N(CCCN2CCOCC2)C(c2ccc(Cl)cc2)C1=C(O)c1ccc2c(c1)OCCO2 (stereo unspecified)	4
CC(=NOC(=O)c1ccc(C)cc1)c1ccc(N2C(=O)C3CCCCC3C2=O)cc1 (stereo unspecified)	3
O=C(C[C@@H]1C/C=C/C[C@H](NC(=O)OCC2c3ccccc3-c3ccccc32)C(=O)OC[C@H]2CCCN2C1=O)N[C@@H](CO)Cc1ccccc1	-14
CC(=O)Nc1ccc(C(C)=NNc2nc(N3CCOCC3)nc(N3CCOCC3)n2)cc1	-22
CC(=O)c1cccc(NC(=O)Cn2cnc3c(sc4nc(C)cc(C)c43)c2=O)c1	-17
O=S(=O)(NCC(O)(c1cccs1)C1CC1)c1cccs1 (stereo unspecified)	-11
CN(C)S(=O)(=O)NCCn1nc(-c2ccco2)n(C2CC2)c1=O	-12
Cc1ccccc1C(=O)Nc1ccc2c(c1)OCC(C)(C)C(=O)N2	13
Cc1ccc(/C=N\NC(=S)N2CCOCC2)cc1	23

# Four entries from above, as labelled records:
> CCOc1ccc(NN=C(C#N)C(N)=O)cc1
  PriA SSB inh: 0

> O=S(=O)(Nc1cccc(-c2cn3c(n2)SCC3)c1)c1ccc2c(c1)CCCC2
  PriA SSB inh: 1&17

> Cc1cc(C(=O)Nc2nnc(-c3ccc(Br)o3)o2)c(C)o1
  PriA SSB inh: -8&-7

> O=S(=O)(c1cccnc1)N1CC(Oc2nc3ccccc3s2)C1
  PriA SSB inh: -6

# High-throughput results deposited in PubChem by Small Molecule Screening Facility, UW Madison.
